SF-1 act: activators of human nuclear receptor SF-1; Q13285; CHO-K1 Gal4-SF-1 LBD luciferase reporter; % increase over DMSO SF-1-specific signal; activation, % at 10 µM; actives 1.9% (n = 65,000);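 active means activation above the mean activation of all tested compounds plus 3 SD, cut at about 50% in these data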
Target sequence (Q13285 whole entry, looked up, the tested form may be a part): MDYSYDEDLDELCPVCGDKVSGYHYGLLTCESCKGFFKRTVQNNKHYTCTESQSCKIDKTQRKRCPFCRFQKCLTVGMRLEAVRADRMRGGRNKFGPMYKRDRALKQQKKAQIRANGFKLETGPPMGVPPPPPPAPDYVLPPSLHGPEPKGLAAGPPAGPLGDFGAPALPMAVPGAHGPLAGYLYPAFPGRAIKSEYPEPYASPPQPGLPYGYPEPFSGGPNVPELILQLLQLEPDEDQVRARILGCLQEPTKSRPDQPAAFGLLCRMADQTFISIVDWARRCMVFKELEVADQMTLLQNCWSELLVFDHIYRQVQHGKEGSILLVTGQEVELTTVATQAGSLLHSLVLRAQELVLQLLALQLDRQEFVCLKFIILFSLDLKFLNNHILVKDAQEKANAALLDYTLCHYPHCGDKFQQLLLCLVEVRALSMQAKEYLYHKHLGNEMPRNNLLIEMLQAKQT
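Material: Transient Gal4-SF-1 LBD reporter, CHO-K1 | Input: 4,000 cells/well | Dosing: One dose, 10 µM compound, 1% DMSO | Incubation: 20 h compound treatment, 37 °C | Detection: SteadyLite luciferase luminescence | Evaluation: Percent activation relative to DMSO median and mock-transfected background | Benchmarks: DMSO-treated SF-1-transfected cells as negative, DMSO-treated mock-transfected cells lacking SF-1 as background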
M1 ag: agonists of M1 muscarinic receptor; CHO-M1 cells, Fluo-4 calcium fluorescence, agonist mode; hits give high values; B-score at 10 µM; actives 3% (n = 64,000);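 active means fluorescence rise, raw or as B-score row- and column-corrected plate score, outside the 99.7% band of its plate's samples, either direction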
NADH coupling: inhibition of NAD/NADH coupling enzymes, library profiling | IC50, µM (top dose mostly 10 µM), for inactives: at the top dose inhibition | actives 0.02% (n = 65,000) | coupled PK/LDH NADH assays, four targets;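 active means single-dose screening hits from any of four coupled enzyme assays that gave an IC50 when retested across doses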;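 further: the DPM-DC format reads NADH fluorescence rather than 340 nm absorbance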
E coli RNAP: Escherichia coli RNA polymerase inhibition; E. coli RNA polymerase, fluorescence transcription assay; inhibition, %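 (tested at 10 µM)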; actives 0.2% (n = 62,000); AID 559; in the data active means inhibition above about 20%;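 further: 0% = enzyme without compound and 100% = no enzyme blank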
TNAP act DEA: activates human TNAP at intermediate phosphate acceptor concentration. purified TNAP, CDP-star luminescence, 100 mM DEA, 30 min; hits give high values; scale: 0 levamisole-inhibited, 1 vehicle-only enzyme. activation factor at 20 µM. 64,000 tested, under 10 active;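 active means activation factor of at least 2 at 20 µM, relative to controls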
Target sequence (P05186 whole entry, looked up): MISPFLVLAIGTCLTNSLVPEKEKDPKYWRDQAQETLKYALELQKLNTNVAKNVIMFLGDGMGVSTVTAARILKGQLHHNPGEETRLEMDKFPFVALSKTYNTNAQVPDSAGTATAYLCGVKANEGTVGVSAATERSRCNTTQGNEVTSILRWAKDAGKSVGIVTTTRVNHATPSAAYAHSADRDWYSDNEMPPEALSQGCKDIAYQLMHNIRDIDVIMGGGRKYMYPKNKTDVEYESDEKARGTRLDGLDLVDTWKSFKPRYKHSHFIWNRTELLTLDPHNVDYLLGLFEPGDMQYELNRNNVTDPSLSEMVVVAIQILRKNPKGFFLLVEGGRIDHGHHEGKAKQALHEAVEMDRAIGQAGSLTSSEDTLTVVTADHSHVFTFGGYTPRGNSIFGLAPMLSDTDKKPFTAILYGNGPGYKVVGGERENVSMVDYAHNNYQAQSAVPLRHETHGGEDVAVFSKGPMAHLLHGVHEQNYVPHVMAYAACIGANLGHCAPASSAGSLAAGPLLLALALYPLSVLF
Ecoli tolC: E. coli tolC mutant growth inhibition; E. coli BW25113 tolC mutant growth, OD615; growth inhibition, % at 10 µM (by protocol); actives 2.2% (n = 65,000);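 active means growth inhibition at or above a cutoff equal to the mean over every tested compound plus 3 SD, cut at about 60% in these data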;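 further: growth measured after 20 h incubation at 37 °C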
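Material: E. coli BW25113 ΔtolC::kan, tolC deletion mutant strain. Measure: percent growth inhibition. Schedule: 37 °C, 20 h exposure. Doses: single-point testing at 10 µM. Signal: A615 absorbance measurement. Buffer or medium: kanamycin-containing LB broth (50 µg/mL).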
M1 antag: blocks the rat M1 muscarinic receptor response to acetylcholine | actives 3.4% (n = 64,000) | B-score at 10 µM | CHO-M1 cells, Fluo-4 calcium, ACh EC80 antagonist mode; hits give low values;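 active means calcium fluorescence response, raw or row-and-column corrected B-score, differing from the plate sample mean either way at a set confidence level, mostly lower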
RORa activator: activates the human nuclear receptor RORA; CHO-K1 Gal4-RORA LBD luciferase reporter, luminescence; percent increase over mock-subtracted basal signal; activation, % at 10 µM; actives 1.5% (n = 65,000); AID 560;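 active means activation above the mean of all tested compounds plus 3 SD, cut at about 49% in these data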;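 further: 0% = DMSO-treated RORA cells and 100% = added signal equal to DMSO minus mock-transfected cells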
Fluor 339 460: intrinsic fluorescence of library compounds, ex339/em460 – biochemical, MLSMR library, data from DPM-DC assay, artefact control, profiling panel; compound autofluorescence, ex339/em460 nm, NADH buffer; hits give high values; 1 = no-compound wells, NADH background; fluorescence fold increase at 10 µM; actives 5.5% (n = 65,000); AID 709;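 active means at 10 µM, mean starting fluorescence two-fold or more over control wells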;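 further: signal is the first read of a kinetic run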
* hit, by the source's call; . = not tested or not shown; [ ] = dose if it differs, or a comment.

Each structure is followed by: SF-1 act, M1 ag, NADH coupling, E coli RNAP, TNAP act DEA, Ecoli tolC, M1 antag, RORa activator, Fluor 339 460
#1 CCC(=O)N1CCc2cc(S(=O)(=O)NCCN3CCC(C)CC3)ccc21
    8.9, -0.54, 5.0%, -0.7, 1, -9.4, 0.146, -9.1, 1.09
#2 CC(C)(C)OC(=O)NC(CCCCNC=O)C(=O)O (stereo not drawn)
    8.4, -0.323, 5.0%, 0.0, 1, -11.2, 0.29, -8.2, 1.12
#3 N#Cc1c(-c2ccc3c(c2)OCO3)csc1N
    35.8, 3.16*, 4.0%, -0.5, 0.8, 11.3, -0.0478, 38.1, 1.03
#4 COc1ccc(OC)c(S(=O)(=O)Nc2ccccc2C(F)(F)F)c1
    5.2, -0.47, 4.0%, 10.2, 1, 6.6, 0.689, 9.3, 1.08
#5 CCC1CCCCN1CCNC(=O)c1[nH]c(C)c(C(C)=O)c1C (stereo not drawn)
    -4.9, -0.999, 4.0%, 3.4, 1, -17.1, -1.24, -24.0, 1.15
#6 COC(=O)c1cc(=O)[nH]c(SCc2cccc(C)c2)n1
    -7.0, 1.24, 3.0%, 2.3, 1, 9.9, -0.569, 13.6, 1.02
#7 O=C(Oc1cccc2cccnc12)c1ccc2c(c1)OCCO2
    -28.6, -0.197, 4.0%, 5.3, 0.9, 14.9, -0.977, -19.4, 1.09
#8 COC(=O)c1ccc2c(=O)n(CCN3CCOCC3)c(=S)[nH]c2c1
    2.1, -0.902, 3.0%, 3.5, 1, -14.6, 0, 7.5, 1.24
#9 COC(=O)/C=C/S(=O)(=O)c1ccc(NC(C)=O)cc1
    -6.7, -0.205, 5.0%, 11.6, 1, 0.3, 0.713, 2.4, 1.11
#10 CCOC(=O)Nc1ccc(C)cc1Br
    -1.5, -0.914, 2.0%, 7.1, 0.9, -15.3, 0.083, 8.5, 1.04
#11 C/C(Nc1ccc(F)cc1)=C(/C#N)C(N)=O
    11.3, -0.0477, 2.0%, 3.2, 0.9, -19.1, -0.0285, 4.4, 1.08
#12 NC(=O)COc1ccc(=O)n(-c2ccccc2)n1
    -24.9, -0.764, 7.0%, 0.7, 1, -15.7, -2.36*, -7.5, 1.1
#13 C(=C\c1ccccc1)/C=N/n1cnnc1
    16.7, -0.0572, 1.0%, 5.9, 0.9, -18.0, -0.567, -7.0, 1.08
#14 C=CCn1c(SCC(=O)OC)nc2sc3c(c2c1=O)CCN(C)C3
    7.9, 0.0305, 7.0%, 7.5, 0.9, -1.6, -5.26*, 10.6, 1.61
#15 CCn1c(N)c(C(=O)NCC2CCCO2)sc1=S (stereo not drawn)
    -12.0, 6.69*, 9.0%, 11.6, 1, -9.0, -0.0833, 4.6, 1.03
#16 Cc1ccccc1-c1nc(CN2CCC(C(=O)NCc3cccnc3)CC2)c(C)o1
    11.0, 0.238, 2.0%, 10.0, 1, -1.1, 0.44, 14.6, 1.05
#17 Nc1nc(N)nc(-c2ccccc2)n1
    -0.1, -0.387, 3.0%, -3.9, 1, -11.2, 0.626, 1.6, 0.99
#18 CCOC(=O)Cn1nc(C)c(-c2ccccc2)c1N
    -15.0, 0.0243, 6.0%, 5.0, 0.9, -18.1, 0.763, 1.6, 1.11
#19 CCCSc1nnc(-c2c[nH]c3ccccc23)n1CC
    6.3, -0.43, 3.0%, 8.7, 0.9, 13.9, -1.16, 2.4, 1.13
#20 CCCc1cc(=O)[nH]c(SCC(=O)NC(=O)OCC)n1
    -13.5, -0.361, 1.0%, 9.3, 0.9, 10.7, -0.469, 12.2, 1.08

Records 1–3, reprinted for reference:
Each structure is followed by: SF-1 act, M1 ag, NADH coupling, E coli RNAP, TNAP act DEA, Ecoli tolC, M1 antag, RORa activator, Fluor 339 460
#1 CCC(=O)N1CCc2cc(S(=O)(=O)NCCN3CCC(C)CC3)ccc21
    8.9, -0.54, 5.0%, -0.7, 1, -9.4, 0.146, -9.1, 1.09
#2 CC(C)(C)OC(=O)NC(CCCCNC=O)C(=O)O (stereo not drawn)
    8.4, -0.323, 5.0%, 0.0, 1, -11.2, 0.29, -8.2, 1.12
#3 N#Cc1c(-c2ccc3c(c2)OCO3)csc1N
    35.8, 3.16*, 4.0%, -0.5, 0.8, 11.3, -0.0478, 38.1, 1.03

More structures follow:
Each structure is followed by: SF-1 act, M1 ag, NADH coupling, E coli RNAP, TNAP act DEA, Ecoli tolC, M1 antag, RORa activator, Fluor 339 460
#21 COc1ccc2[nH]c3c(=O)n(CCCCC(=O)N4CCC(C(N)=O)CC4)c(=S)[nH]c3c2c1
    -4.0, -0.0434, 5.0%, 3.9, 0.9, 100.0*, 2, -1.9, 1.58
#22 COc1ccccc1-c1noc(CCC(=O)Nc2cccc(C)c2)n1
    7.7, -0.5, 3.0%, 3.1, 0.9, 17.2, 0.702, 1.8, 1.14
#23 O=C(CCS(=O)(=O)c1ccc(Cl)cc1)Oc1ccc2c(c1)OCO2
    -10.8, -0.103, 6.0%, 5.5, 0.9, -8.0, 0.0186, -3.5, 1.04
#24 COc1ccc(C2CC(=O)C=C(NCC3CCCO3)C2)cc1 (stereo not drawn)
    -7.0, -0.00238, 9.0%, 8.5, 0.9, -8.5, 0.246, -7.7, 1.07
#25 COc1ccc(N2CCN(C(=O)CCS(=O)(=O)c3cccc4nsnc34)CC2)cc1
    3.0, -2.61, 3.0%, 0.6, 1, -1.6, -0.0683, -23.1, 1.14
#26 O=C(COC(=O)c1ccco1)Nc1ccccc1
    3.4, -0.547, 5.0%, -0.5, 1, -3.9, 0.544, -10.5, 1
#27 CCCCc1cc(=O)oc2cc(OCC(=O)N(CC)CC)c(Cl)cc12
    -18.2, -0.283, 5.0%, -0.2, 0.9, 10.5, 0.237, 6.3, 1.52
#28 Cc1ccc(-c2[nH]nc3c2C(c2ccoc2)C(C#N)=C(N)O3)cc1C (stereo not drawn)
    30.9, -0.274, 2.0%, -1.3, 0.8, 40.0, 0.754, 21.8, 1.05
#29 Cc1cc(N2CC(=O)N(CCc3ccccc3)C(=O)C2)n2ncnc2n1
    -13.3, -1.65, 10.0%, ., ., ., 0.383, 8.0, 1.09
#30 O=C(Oc1ccccc1)c1ccc2nccnc2c1
    12.4, -0.863, 3.0%, 7.2, 0.9, -29.5, -0.139, 4.3, 1.04
#31 CC(C)(C)c1csc(NC(=O)c2ccc(Cl)s2)n1
    52.8*, 0.459, 8.0%, ., ., 100.0*, -0.421, 53.5*, 1.17
#32 Cc1c(C(=O)N2CCOCC2)sc2ncn(CC(=O)N3CCC(C)CC3)c(=O)c12
    -5.6, -0.871, 9.0%, -0.2, 0.8, -11.8, 0.0306, -18.1, 1.02
#33 O=C(Cc1cn2ccsc2n1)NCc1ccccc1
    6.4, -1.23, 4.0%, 7.4, 1.1, -13.3, 0.265, 15.0, 1.17
#34 CC(C)(C)C(=O)OCCn1c(=O)c2cc3c(=O)n(CCOC(=O)C(C)(C)C)c(=O)c3cc2c1=O
    4.9, -0.133, 8.0%, 2.6, 0.9, -8.9, -0.0634, -2.5, 1.11
#35 O=C1NC2c3ccccc3C(=O)N2c2c1cnn2-c1ccccc1 (stereo not drawn)
    -2.8, -0.0176, 2.0%, 8.0, 0.8, 8.7, -0.391, 7.8, 1.04
#36 CCN(CC)CCOc1c(Br)ccc2c1sc1nc3n(c(=O)c12)CCC3
    -1.1, -0.0553, 7.0%, 3.6, 0.9, 24.0, -11.2*, 16.5, 1.05
#37 c1csc(Cc2nc(-c3ccc(-n4cccc4)cc3)no2)c1
    27.5, -1.18, 4.0%, 9.2, 0.9, -8.9, -0.517, 23.0, 1.07
#38 C=CCOc1ccc(C2C(C(=O)c3ccco3)=C(O)C(=O)N2CCCN(CC)CC)cc1 (stereo not drawn)
    3.6, -0.34, 7.0%, 10.7, 0.9, -13.7, -0.0234, 1.8, 1.05
#39 CNC(=O)CCn1nc(-c2ccc(Cl)cc2)c2ccccc2c1=O
    6.3, -0.0427, 0.0%, 5.0, 1, 0.6, 0.307, -14.1, 1.13
#40 COc1ccc(N2CCN(C(=O)CSc3nc4cc(OC)c(OC)cc4cc3C#N)CC2)cc1
    -4.9, -0.487, 9.0%, 2.7, 0.9, 3.0, -0.749, -8.4, 1.03

Profiles, looked up by structure. Order of screens: SF-1 act	M1 ag	NADH coupling	E coli RNAP	TNAP act DEA	Ecoli tolC	M1 antag	RORa activator	Fluor 339 460
Profile of COc1ccc(N2CCN(C(=O)CSc3nc4cc(OC)c(OC)cc4cc3C#N)CC2)cc1 : -4.9	-0.487	9.0%	2.7	0.9	3.0	-0.749	-8.4	1.03
Profile of CNC(=O)CCn1nc(-c2ccc(Cl)cc2)c2ccccc2c1=O : 6.3	-0.0427	0.0%	5.0	1	0.6	0.307	-14.1	1.13
Profile of COc1ccc(C2CC(=O)C=C(NCC3CCCO3)C2)cc1 (stereo not drawn) : -7.0	-0.00238	9.0%	8.5	0.9	-8.5	0.246	-7.7	1.07
Profile of CCCCc1cc(=O)oc2cc(OCC(=O)N(CC)CC)c(Cl)cc12 : -18.2	-0.283	5.0%	-0.2	0.9	10.5	0.237	6.3	1.52
Profile of Cc1c(C(=O)N2CCOCC2)sc2ncn(CC(=O)N3CCC(C)CC3)c(=O)c12 : -5.6	-0.871	9.0%	-0.2	0.8	-11.8	0.0306	-18.1	1.02

The main list resumes, repeating the three entries before the break.
Each structure is followed by: SF-1 act, M1 ag, NADH coupling, E coli RNAP, TNAP act DEA, Ecoli tolC, M1 antag, RORa activator, Fluor 339 460
#38 C=CCOc1ccc(C2C(C(=O)c3ccco3)=C(O)C(=O)N2CCCN(CC)CC)cc1 (stereo not drawn)
    3.6, -0.34, 7.0%, 10.7, 0.9, -13.7, -0.0234, 1.8, 1.05
#39 CNC(=O)CCn1nc(-c2ccc(Cl)cc2)c2ccccc2c1=O
    6.3, -0.0427, 0.0%, 5.0, 1, 0.6, 0.307, -14.1, 1.13
#40 COc1ccc(N2CCN(C(=O)CSc3nc4cc(OC)c(OC)cc4cc3C#N)CC2)cc1
    -4.9, -0.487, 9.0%, 2.7, 0.9, 3.0, -0.749, -8.4, 1.03
#41 Cn1c(/N=C/c2c(O)ccc3ccccc23)nc2ccccc21
    3.5, -0.581, 6.0%, 2.8, 0.9, -9.9, -0.0226, -3.2, 1.13
#42 O=C1Nc2ccccc2C12OCC1(CO2)COC2(OC1)C(=O)Nc1ccccc12 (stereo not drawn)
    1.5, 0.0826, 9.0%, 4.6, 0.9, -4.0, -0.167, -7.1, 1.08
#43 Cn1c(C(=O)NCC2CCCO2)cc2c(=O)n3ccccc3nc21 (stereo not drawn)
    32.7, 1, 9.0%[fluoresces], -37.4, 1, -10.7, 0.0226, 0.7, 5*
#44 COCCCNC(=O)CCN1C(=O)COc2ccccc21
    -8.8, -0.0178, 5.0%, 2.2, 1, -10.8, 0.638, -33.0, 1.08
#45 COc1cc(C2c3c(n[nH]c3C)C(=O)N2c2ccc(C)cc2)ccc1O (stereo not drawn)
    14.1, 0.0291, 9.0%, 7.8, 0.8, 4.9, -0.111, 18.3, 1.04
#46 COCc1nnc(NC(=O)CCc2ccccc2)s1
    5.2, 0.883, 9.0%, 8.0, 0.9, -11.3, 1.03, -5.0, 1.06
#47 CNC(=O)CSCc1c(Cl)cccc1Cl
    15.9, 0.52, 5.0%, 1.8, 0.9, -4.2, -0.404, -7.6, 1.07
#48 C=CCn1c(COC)nnc1SCC(=O)c1ccc(F)cc1
    15.2, -0.199, 4.0%, 6.5, 0.9, -14.1, 0.568, 21.7, 1.11
